MCF10A rereplic: DNA re-replication induction in MCF 10a cells; 350,000 compounds, 2.9% hits; Potency, µM (top dose mostly 46.1 µM), for inactives: top-dose activity, positive = re-replication, most hits filed as activators; MCF 10A DNA re-replication, Hoechst nuclear intensity, 48 h; also: potency is read from the fitted curve at half-maximal effect; % of control where 0% means no effect; nearly all actives have a fitted effect of over 50% in size
KB-V1 MDR tox: KB-V1 MDR subline cytotoxicity; KB-V1 MDR cells viability, CellTiter-Glo, 72 h; Potency, µM (highest dose often 46.1 µM), for the others: at the highest dose activity change, negative = cytotoxicity, actives largely listed as cytotoxic; 400,000 compounds, 3.4% hits; also: potency is read from the fitted curve at half-maximal effect; % is scaled to controls: 0 for no effect and ±100 for the full control effect; nearly all actives have a fitted effect of over 60% in size
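Potencies derive from concentration-effect curves fitted to normalized luminescence (CellTiter-Glo) of KB-V1 cells treated for 72 h at 37 degrees C in phenol-red-free DMEM containing 10% FBS.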
HT1080 IDH1KD tx: kills HT-1080 cells with IDH1 knockdown. HT-1080 IDH1 knockdown viability, ATP luminescence, 48 h. Potency, µM (top dose mostly 46.1 µM), for inactives: top-dose activity, negative = toxicity, most hits filed as cytotoxic. 360,000 compounds, 2% hits. AID 686971;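 also: potency is read from the fitted curve at half-maximal effect; 0% = DMSO wells and -100% = cell-free medium wells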
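CellTiter-Glo luminescence after 48 h compound exposure at 37 degrees C of IDH1-knockdown HT-1080 cells in 5% FBS RPMI. %Activity scaled between DMSO wells and cell-free media wells, with curves fitted and assigned curve classes.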
HT1080NT lethal: kills 2HG-producing HT-1080-NT fibrosarcoma cells; HT-1080-NT fibrosarcoma viability, CellTiter-Glo ATP luminescence, 48 h; Potency, µM (top dose mostly 46.1 µM), for inactives: at the highest dose activity, negative = less viability, usual class: cytotoxic; 360,000 compounds, 1.6% hits;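 also: NT is the 2HG producing partner of a matched IDH1 knockdown line; potency is read from the fitted curve at half-maximal effect; 0% = DMSO-treated cells and -100% = media-only wells without cells; nearly all actives have a fitted effect of over 55% in size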
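A 48-hour cytotoxicity screen used HT-1080-NT cells plated 2 hours before compound delivery. ATP-based CellTiter-Glo luminescence measured viability, normalized to DMSO and no-cell controls.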
WRN helicase inh: blocks human WRN helicase. Q14191. WRN helicase unwinding, fluorescent forked duplex, kinetic. Potency, µM (highest dose often 114 µM), for the others: at the highest dose activity change, negative = inhibition, hits mostly inhibitors. 360,000 compounds, 0.46% hits; also: potency is read from the fitted curve at half-maximal effect; % is scaled to controls: 0 for no effect and ±100 for the full control effect; nearly all actives have a fitted effect of over 55% in size
Target sequence (Q14191 whole entry, looked up): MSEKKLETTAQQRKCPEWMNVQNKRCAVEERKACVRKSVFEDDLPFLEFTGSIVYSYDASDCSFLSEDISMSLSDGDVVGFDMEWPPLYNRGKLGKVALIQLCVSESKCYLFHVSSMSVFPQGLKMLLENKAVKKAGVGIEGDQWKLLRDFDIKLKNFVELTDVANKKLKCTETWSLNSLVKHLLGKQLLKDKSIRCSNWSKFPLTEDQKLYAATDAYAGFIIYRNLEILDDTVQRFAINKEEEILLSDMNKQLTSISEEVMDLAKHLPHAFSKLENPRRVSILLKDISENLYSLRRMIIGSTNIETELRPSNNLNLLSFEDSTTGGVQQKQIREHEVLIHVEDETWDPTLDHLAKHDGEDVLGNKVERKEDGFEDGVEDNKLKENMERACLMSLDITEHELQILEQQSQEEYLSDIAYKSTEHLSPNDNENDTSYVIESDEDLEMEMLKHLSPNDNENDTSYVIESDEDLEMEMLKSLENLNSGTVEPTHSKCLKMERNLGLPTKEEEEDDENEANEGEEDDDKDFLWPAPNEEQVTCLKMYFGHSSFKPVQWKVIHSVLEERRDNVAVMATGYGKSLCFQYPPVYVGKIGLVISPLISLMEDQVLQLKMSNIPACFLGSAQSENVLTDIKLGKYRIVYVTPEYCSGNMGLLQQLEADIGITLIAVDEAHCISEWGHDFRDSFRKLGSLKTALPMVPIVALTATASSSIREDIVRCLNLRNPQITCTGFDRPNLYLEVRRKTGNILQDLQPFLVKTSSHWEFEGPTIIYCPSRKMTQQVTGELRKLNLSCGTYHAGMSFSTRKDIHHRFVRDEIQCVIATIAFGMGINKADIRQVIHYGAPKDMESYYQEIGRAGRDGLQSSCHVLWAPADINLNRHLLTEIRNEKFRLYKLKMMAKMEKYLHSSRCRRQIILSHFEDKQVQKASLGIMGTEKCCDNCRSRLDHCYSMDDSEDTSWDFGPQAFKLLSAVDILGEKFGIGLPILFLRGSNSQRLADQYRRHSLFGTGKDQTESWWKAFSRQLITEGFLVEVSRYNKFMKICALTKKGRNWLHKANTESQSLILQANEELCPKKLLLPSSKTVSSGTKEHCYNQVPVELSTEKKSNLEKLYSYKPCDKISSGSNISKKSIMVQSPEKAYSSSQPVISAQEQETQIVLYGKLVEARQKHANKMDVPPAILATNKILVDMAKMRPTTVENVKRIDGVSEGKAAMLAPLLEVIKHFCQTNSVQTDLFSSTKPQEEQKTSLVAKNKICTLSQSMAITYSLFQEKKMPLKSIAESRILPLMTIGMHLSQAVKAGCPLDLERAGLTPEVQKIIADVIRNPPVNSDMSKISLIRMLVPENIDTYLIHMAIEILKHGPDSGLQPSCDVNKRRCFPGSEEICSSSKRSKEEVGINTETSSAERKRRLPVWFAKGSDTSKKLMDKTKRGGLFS
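WRN at 20 nM final preincubated with compound 15 min at room temperature; reaction started with 100 nM fluorophore/quencher forked duplex oligonucleotide and 2 mM ATP final. Unwinding followed kinetically by red fluorescence (ex 525, em 598 nm).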
IL1B secr inh: inhibitors of inflammasome signaling (IL-1 beta secretion). AID 743279. 360,000 compounds, 4.7% hits. THP-1 LPS/ATP IL-1B secretion, AlphaLISA, 16 h; stronger effect = lower value. activity change, % at 57.5 µM; in the data active = activity change below about -50%; inconclusive = mostly about -30% to -49%; also: % is scaled to controls: 0 for no effect and ±100 for the full control effect
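Secreted IL-1B measured by AlphaLISA bead assay after 16 h compound exposure of THP-1 cells; compounds (final up to 57.5 uM) added 1 h before LPS (250 ng/mL) and ATP (1.25 mM) stimulation; lower signal means less secretion.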
ATXN2 expr inh: ATXN2 expression inhibition; HEK-293 ATXN2-luciferase reporter, luminescence, 24 h; Potency, µM (doses to about 57 µM), inactives show at the highest dose activity change, negative = inhibition, usual class: inhibitors; 360,000 compounds, 0.72% hits; also: potency is read from the fitted curve at half-maximal effect; % is scaled to controls: 0 for no effect and ±100 for the full control effect; nearly all actives have a fitted effect of over 55% in size
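ATXN2-luciferase reporter cells (luciferase flanked by upstream and downstream ATXN2 gene portions) were treated 24 h at 37 °C with compounds at up to 57 uM. SteadyGlo luminescence gave expression; GF-AFC fluorescence gave viability.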
SW480 rereplic: induces DNA re-replication in SW480 colon adenocarcinoma cells; AID 624297; SW480 DNA re-replication, Hoechst DNA content imaging, 48 h; Potency, µM (doses to about 46.1 µM), inactives show top-dose re-replication activation, most hits filed as activators; 340,000 compounds, 1.8% hits; also: potency is read from the fitted curve at half-maximal effect; % of control where 0% means no effect; nearly all actives have a fitted effect of over 55% in size
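Compounds, transferred as 23 nL by pin tool, were incubated with cells for 48 hr; DNA content per nucleus was then quantified by Hoechst staining and fluorescence plate imaging.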
KB-3-1 cytotox: KB-3-1 parental cell cytotoxicity; Potency, µM (top dose mostly 46.1 µM), for the others: top-dose activity change, negative = cytotoxic, usual class: cytotoxic; 400,000 compounds, 1.4% hits; KB-3-1 viability, CellTiter-Glo ATP luminescence, 72 h; AID 1347075; also: potency is read from the fitted curve at half-maximal effect; % is scaled to controls: 0 for no effect and ±100 for the full control effect; nearly all actives have a fitted effect of over 60% in size
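Cytotoxicity in the drug-sensitive parental line KB-3-1 was scored as loss of CellTiter-Glo luminescence following 72 h incubation with compound. Values come from curve fitting of normalized concentration-response data.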
* hit, by the source's call; ? = inconclusive; · = no result given; [ ] = remark or other dose. Unless noted, calls follow the shape of the dose curve; as a rule, active = well fitted curve in the direction sought with a large enough effect; inconclusive = small, poorly fitted or top-dose-only effect, or another doubt; inactive = no such curve, though single readings can be large; an effect the other way counts as inactive or inconclusive. Rows are unselected, and some 12% of all compounds hit somewhere here.

Start of the listing, in advance, 8 compounds:
Every second line gives: MCF10A rereplic | KB-V1 MDR tox | HT1080 IDH1KD tx | HT1080NT lethal | WRN helicase inh | IL1B secr inh | ATXN2 expr inh | SW480 rereplic | KB-3-1 cytotox
1	CCN(CC(=O)NCc1ccc(F)cc1)C(=O)c1ccc(Cl)cc1
    -6% | -11% | 11% | -1% | 0% | -6 | · | -7% | 1%
2	Cn1nc(-c2ccccn2)nc2c(=O)n(C)c(=O)nc1-2
    2.9µM* | -2% | 1.6µM* | 1.8µM* | -8% | -94* | ? | 0.82µM* | ?
3	Cc1ccccc1C(=O)Nc1nnc([C@@H]2C[C@H](O)[C@@H](CO)O2)s1
    · | 3% | 6% | 2% | 3% | 15 | 7% | · | ?
4	CSc1nsc(SC)c1C(N)=O
    -3% | ? | -3% | -10% | 1% | 0 | · | -2% | -8%
5	COc1ccc(OCCCC(=O)Nc2ccc(N3CCOCC3)cc2)cc1
    0% | -8% | -2% | -2% | 1% | 1 | · | ? | -4%
6	Cc1cc(SCC(=O)N2CCCC2=O)nc2c(C)cccc12
    4% | 10% | 0% | 2% | 2% | 4 | 1% | -6% | 13%
7	O=c1[nH]ncc(N2CCCCC2)c1Cl
    -63%[inhibitor] | -23% | 6% | 7% | 0% | 13 | 17% | ? | 12%
8	O=C1/C(=C/c2ccc([N+](=O)[O-])cc2)C=C(c2ccccc2)N1c1ccccc1
    17% | 10% | -10% | -3% | -13% | 0 | -2% | 7% | -16%

Results, from the start:
Every second line gives: MCF10A rereplic | KB-V1 MDR tox | HT1080 IDH1KD tx | HT1080NT lethal | WRN helicase inh | IL1B secr inh | ATXN2 expr inh | SW480 rereplic | KB-3-1 cytotox
1	CCN(CC(=O)NCc1ccc(F)cc1)C(=O)c1ccc(Cl)cc1
    -6% | -11% | 11% | -1% | 0% | -6 | · | -7% | 1%
2	Cn1nc(-c2ccccn2)nc2c(=O)n(C)c(=O)nc1-2
    2.9µM* | -2% | 1.6µM* | 1.8µM* | -8% | -94* | ? | 0.82µM* | ?
3	Cc1ccccc1C(=O)Nc1nnc([C@@H]2C[C@H](O)[C@@H](CO)O2)s1
    · | 3% | 6% | 2% | 3% | 15 | 7% | · | ?
4	CSc1nsc(SC)c1C(N)=O
    -3% | ? | -3% | -10% | 1% | 0 | · | -2% | -8%
5	COc1ccc(OCCCC(=O)Nc2ccc(N3CCOCC3)cc2)cc1
    0% | -8% | -2% | -2% | 1% | 1 | · | ? | -4%
6	Cc1cc(SCC(=O)N2CCCC2=O)nc2c(C)cccc12
    4% | 10% | 0% | 2% | 2% | 4 | 1% | -6% | 13%
7	O=c1[nH]ncc(N2CCCCC2)c1Cl
    -63%[inhibitor] | -23% | 6% | 7% | 0% | 13 | 17% | ? | 12%
8	O=C1/C(=C/c2ccc([N+](=O)[O-])cc2)C=C(c2ccccc2)N1c1ccccc1
    17% | 10% | -10% | -3% | -13% | 0 | -2% | 7% | -16%
9	CCOc1ccc(-n2c(SC(C)C(=O)OC)nc3c(c2=O)SCC3)cc1 (configuration not stated)
    -6% | 5% | 0% | 10% | -4% | 18 | -5% | -6% | 5%
10	O=C1NC(=O)C(c2ccccc2)(c2ccc(Cl)cc2Cl)N1 (configuration not stated)
    2% | -12% | -11% | -19% | -9% | -11 | 1% | -2% | -1%
11	CC(C)(C)c1ccc(C(=O)NCCC(=O)N2CCN(c3ncccn3)CC2)cc1
    -2% | ? | 1% | 7% | -11% | 4 | 7% | ? | ?
12	CCCN1CCc2c(sc(NC(=O)c3ccc(S(=O)(=O)N(C)c4ccccc4)cc3)c2C(N)=O)C1
    6.5µM* | 5% | ? | -24% | 5% | -16 | -33% | ? | -11%
13	CSCCC(NS(=O)(=O)c1ccc(Cl)cc1)C(=O)OCC(=O)N1CCOCC1 (configuration not stated)
    -2% | 8% | -6% | 1% | -3% | 5 | -4% | -1% | -2%
14	CN1C2C=C3C(C#N)=C(N)C(C#N)(C#N)[C@@H](c4ccsc4)[C@@H]3C1CC2 (some centres not stated)
    1% | -3% | -7% | -4% | -23% | 12 | 5% | -8% | 1%
15	COc1ccc(/C=N/NC(=O)c2ccc3c(c2)OCO3)cc1
    -11% | 18% | -1% | -21% | -4% | -24 | 48%[activator] | -9% | 1%
16	Cc1ccc(NC(=S)N2CCC(C(N)=O)(N3CCCCC3)CC2)c(C)c1
    8% | -22% | -3% | -4% | -11% | -3 | -26% | 10% | -8%
17	CCCCc1nnc(SC(C)C(=O)Nc2nccs2)n1C (configuration not stated)
    -3% | · | -17% | -5% | -32% | 9 | -4% | 2% | ·
18	C/C(=N\NC(=O)c1ccn(C)n1)c1ccc(NC(=O)C2CCCC2)cc1
    3% | ? | 0% | 8% | -3% | 59 | 7% | -2% | 0%
19	CN(Cc1ccccc1)c1c([N+](=O)[O-])c(=O)n(C)c2ccccc12
    5% | -27% | -5% | 3% | -1% | 35 | · | -9% | 3%
20	CC(C)C#Cc1ccc2c(c1)O[C@@H](CN(C)C(=O)c1cnccn1)[C@@H](C)CN([C@@H](C)CO)S2(=O)=O
    · | -17% | 10% | -4% | 5% | -11 | 0% | · | -3%
21	COc1ccc(N2CCN(C(=O)CSc3nnc(Cn4nnc5ccccc54)n3C)CC2)cc1
    8% | 10% | -3% | -9% | -5% | 44 | -6% | -2% | -7%
22	CC(C)C[C@@H](C(=O)NC1CCN(Cc2ccccc2)CC1)N1C(=O)N2CCc3c([nH]c4ccccc34)[C@@]2(C)C1=O
    4% | ? | ? | ? | 0% | -25 | ? | ? | ?
23	CN(c1ccc(C(=O)N2CCOCC2)cc1)S(=O)(=O)c1cccs1
    1% | -21% | 24% | 10% | 5% | 3 | 0% | -2% | 12%
24	COc1ccc(C(=O)C2CCCN(Cc3cccn3-c3ccccn3)C2)cc1F (configuration not stated)
    ? | -6% | ? | -15% | 5%[57.1 µM] | -52* | -29% | 2%[1.84 µM] | -8%
25	Cc1ccc(C)c(OCc2cc(C(=O)NC(C)c3cnn(C)c3)no2)c1 (configuration not stated)
    1% | -27% | -7% | -9% | 1% | 9 | -11% | -4% | -3%
26	COc1ccc(C(=O)Nc2cnn(Cc3c(F)cccc3Cl)c2)cc1OC
    16% | 0% | ? | -11% | -4% | 69 | -14% | 0% | -20%
27	CCc1c(C)nc2ncnn2c1N1CCN(S(=O)(=O)c2ccc(OC)cc2)CC1
    -7% | 0% | -12% | -13% | -2% | -1 | ? | ? | 0%
28	Cc1cc(SCC(=O)OCC(=O)NC(C)c2ccccc2)c(C)cc1Br (configuration not stated)
    0% | 20% | 18% | 23% | -17% | 0 | 2% | -67%[inhibitor] | 6%
29	Cc1ccccc1CN1CCC(n2nccc2NC(=O)CCCc2ccccc2)CC1
    12% | 12% | -1% | 0% | -1% | 10 | · | -14% | 1%
30	COc1ccc(/C=C(/NC(=O)c2ccc(C)cc2)C(=O)N2CCCC2)cc1OC
    ? | 3% | -2% | 14% | 9% | 27 | -1% | -36%[inhibitor] | 16%
31	CCn1cnc2c(NCCc3cccnc3)nc(C#N)nc21
    2% | ? | · | · | · | · | -10% | -36%[inhibitor][9.22 µM] | -2%
32	CC(C)c1ccc(NC(=O)c2ccc3snnc3c2)cc1
    0% | -17% | 5% | -12% | 6% | -1 | 26% | -19% | ?
33	CC(c1nccs1)N(C)C(=O)CCc1nnc(Cc2c[nH]c3ccccc23)o1 (configuration not stated)
    -4% | 0% | -18% | -4% | 5% | 0 | · | 13% | -5%
34	CN(CCOc1ccccc1)CC(=O)Nc1ccc(Cl)c(S(=O)(=O)N(C)C)c1
    14% | ? | -4% | 4% | -7% | -51* | -22% | 11% | -4%
35	Cc1ccc(CN2CC(C(=O)Nc3cccc(S(=O)(=O)N4CCCCC4)c3)CC2=O)cc1 (configuration not stated)
    13% | ? | -5% | -1% | 4% | -6 | -10% | ? | ?
36	Cc1cc(C)nc(NC(=NCc2ccc3c(c2)OCO3)NC(=O)Nc2ccccc2)n1
    ? | 1% | ? | -27% | -5% | -7 | -5% | -1% | -4%
37	Cc1c(NCc2nc3ccccc3[nH]2)c(=O)n(-c2ccccc2)n1C
    -6% | ? | -21% | 16% | -4% | 42 | -12% | 0% | -7%
38	O=C1CCCC2=C1C(c1cccs1)Nc1ccc3ncccc3c12 (configuration not stated)
    31% | -9% | ? | ? | -2% | 17 | 48%[activator] | 12% | 0%
39	CCOC(=O)CCc1c(C)c2ccc3c(c2oc1=O)CN(CCCO)CO3
    7.3µM* | -19% | 0% | 0% | -12% | -11 | · | ? | -6%
40	Cc1ccc(S(=O)(=O)N2CCCN(S(=O)(=O)c3ccc(C(F)(F)F)cc3)CC2)cc1
    7.3µM* | ? | ? | 2% | -3% | 5 | -16% | 9% | 2%
41	CCOC(=O)c1ccc(N2C(=O)CC(N3CCC(C(N)=O)(N4CCCCC4)CC3)C2=O)cc1 (configuration not stated)
    14% | -7% | -1% | 4% | -7% | -4 | 0% | 9% | -2%
42	CCCCCCSc1nc(O)c(C2OC(=O)c3c2ccc(OC)c3OC)c(=O)n1CC (configuration not stated)
    ? | ? | 0% | -9% | -31% | -1 | -3% | -11% | 0%
43	CSc1ccc(/C=N/n2c(C)cc(C)cc2=O)cc1
    0% | -3% | -1% | 4% | 9% | ? | 21% | -4% | 0%
44	Cc1ccc(C)c(S(=O)(=O)N(C)C2(C)CCS(=O)(=O)C2)c1 (configuration not stated)
    -18% | -21% | 7% | 8% | 1% | 11 | 2% | -25% | -2%
45	Cc1cccc(-c2c3c(nc4c2c(=O)n(C)c(=O)n4C)-c2ccccc2C3O)c1 (configuration not stated)
    -3% | -24% | -5% | 5% | -22% | 7 | -37% | 28% | -12%
